A3A deaminase: inhibitors of human APOBEC3A DNA deaminase | inhibition, % at 20 µM | hit rate 0.41% among 330,000 | P31941 | recombinant A3A, FAM/TAMRA ssDNA deamination fluorescence | AID 493011;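 active = at least 40% inhibition at 20 µM here, with at most 30% in a related deaminase screen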;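 also: plate controls were A3A with DMSO for no effect and wells lacking A3A enzyme for full effect; some results filed as inactive read as strong as hits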
Target sequence (P31941 whole entry, looked up): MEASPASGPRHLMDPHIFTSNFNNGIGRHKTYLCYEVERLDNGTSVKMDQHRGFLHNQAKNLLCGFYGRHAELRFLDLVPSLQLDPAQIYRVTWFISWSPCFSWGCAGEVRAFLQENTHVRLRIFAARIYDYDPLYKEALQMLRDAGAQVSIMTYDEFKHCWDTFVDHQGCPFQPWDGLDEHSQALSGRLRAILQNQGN
mIAP act: mouse IAP activation; muIAP, CDP-Star luminescence, 30 min; hits give high values; 1 = vehicle-only enzyme signal, 0 = enzyme-free wells; activation factor at 10 µM; hit rate 0.24% among 330,000;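 active = activation factor of at least 2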; also: the source names both 10 and 20 µM as test concentration; values of inactives mirror those of a sister screen read the other way
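Assay system: mouse IAP enzyme; reagent: chemiluminescent substrate CDP-Star; dosing: test compounds delivered from DMSO solution; schedule: 30 min at room temperature; measured by: luminescence from enzymatic CDP-Star hydrolysis; controls: DMSO-only wells and no-enzyme negative control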
tim10-1 inh: inhibits growth of tim10-1 mutant yeast; S. cerevisiae tim10-1 ts strain growth, BacTiter-Glo, 24 h; inhibition, % at 20 µM; hit rate 2.2% among 330,000; AID 463190;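 active = inhibition of at least 40%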;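 also: mutant grown at 25 °C; 0% = DMSO wells with yeast and 100% = wells holding no yeast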
beta cell repl: inducers of beta-cell replication in MIN6 cells | hit rate 0.29% among 330,000 | proliferation, % at 10 µM | MIN6 cells proliferation, ATPlite luminescence, 48 h; cells starved in 0.2% serum; 100% = growth in 10% serum | AID 2380;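 active = compounds whose signal lies at least 3.5 SD above the mean of all wells on their plate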;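 also: 0% = DMSO-treated cells in low-serum medium and 100% = 10% serum control; some compounds called inactive have numbers as strong as hits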
hIAP block: blocks human intestinal alkaline phosphatase. P09923. purified IAP, CDP-Star luminescence, 30 min. inhibition, % at 10 µM. hit rate 0.12% among 330,000. AID 2544;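 active = inhibition reaching a set limit with compound at 10 µM in the primary screen, cut at about 35% in these data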;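 also: plate controls were DMSO wells with enzyme for no effect and no-enzyme buffer wells for full effect; values of inactives mirror those of a sister screen read the other way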
TIM10 inh: TIM10 yeast growth inhibition | inhibition, % at 10 µM | hit rate 1.4% among 330,000 | AID 463195 | S. cerevisiae TIM10 strain growth, BacTiter-Glo luminescence, 24 h;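 active = inhibition of 40% or more at the single tested concentration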;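 also: wild-type TIM10 isogenic control strain grown at permissive 25 °C; 0% = DMSO yeast wells and 100% = minimal medium wells without yeast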
NLRP3 yeast inh: blocks the NALP3 inflammasome reconstituted in yeast | Yeast reconstituted NLRP3/ASC/caspase-1, beta-gal luminescence, 24 h | inhibition, % at 10 µM | hit rate 0.39% among 330,000;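 active = inhibition of 50% or more; inactive = inhibition below 50%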;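 also: plate controls were induced DMSO wells for no effect and uninduced yeast grown without galactose for full effect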
A3G deaminase: blocks human APOBEC3G single-stranded DNA deamination | Q9HC16 | recombinant A3G, ssDNA deamination FAM/TAMRA fluorescence | inhibition, % at 20 µM | hit rate 0.28% among 330,000;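 active = inhibition of at least 40% at 20 µM, with no more than 30% in the related APOBEC3A deaminase screen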;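 also: plate controls were DMSO wells with A3G for no effect and wells lacking A3G enzyme for full effect; some compounds called inactive have numbers as strong as hits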
Target sequence (Q9HC16 whole entry, looked up): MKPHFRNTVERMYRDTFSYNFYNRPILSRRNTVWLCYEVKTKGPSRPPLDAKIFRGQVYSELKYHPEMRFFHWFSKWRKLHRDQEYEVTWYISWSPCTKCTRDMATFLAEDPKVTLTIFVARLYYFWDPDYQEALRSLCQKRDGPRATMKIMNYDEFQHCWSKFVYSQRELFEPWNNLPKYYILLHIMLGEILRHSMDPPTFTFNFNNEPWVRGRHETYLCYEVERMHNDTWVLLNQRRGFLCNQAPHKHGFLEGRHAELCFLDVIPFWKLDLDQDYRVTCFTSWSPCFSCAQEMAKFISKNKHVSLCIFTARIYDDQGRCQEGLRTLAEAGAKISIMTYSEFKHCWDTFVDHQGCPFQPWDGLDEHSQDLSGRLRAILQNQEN
mIAP inh: mouse IAP inhibition. hit rate 0.2% among 330,000. AID 2806. purified mouse IAP, CDP-Star luminescence, 30 min. inhibition, % at 10 µM;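 active = inhibition of at least 40% at 10 µM in the primary screen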;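 also: plate controls were DMSO with enzyme for no effect and no enzyme wells for full effect; values of inactives mirror those of a sister screen read the other way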
Active calls of the source: *; & = joins results of further samples. These rows are one share of the data (hit frequency here may not be typical).

Value order – tim10-1 inh, mIAP act, A3G deaminase, A3A deaminase, hIAP block, beta cell repl, TIM10 inh, NLRP3 yeast inh, mIAP inh
1) COc1ccc(CN2CCN(C(c3ccc(F)cc3)c3ccc(F)cc3)CC2)c(OC)c1OC
 : 36, 1.1, -6, -5, -14, -8, 20, 24, -5
2) NC(N)=NC(=O)Cc1c(Cl)cccc1Cl
 : -2, 1, 0, 7, 15, -7, -10, 17, -2
3) NNC(=O)CP(=O)(c1ccccc1)c1ccccc1
 : -2, 1, -1, 3, 0, -1, 8, 2, -2
4) Cc1cccc2c1NC(=O)/C2=C\C(=O)c1cccs1
 : 83*, 0.84, -2, -1, -5, -6, 82*, 43, 16
5) O=C(Nc1ccc(C(=O)O)c(O)c1)c1ccccc1
 : -10, 0.95, -8, -4, 7, 0, 5, 1, 5
6) NC(=NCc1ccccc1)NC(=O)c1nc(Cl)c(N)nc1N
 : -1, 0.97, -5, 2, -8, 1, 0, 1, 2
7) COC(c1ccccc1)(c1ccccc1)C(Oc1nc(C)cc(C)n1)C(=O)O (stereo not given)
 : 4, 1.1, -3, -5, -12, -2, 4, -3, -12
8) CCCCCCCC/C=C\CCCCCCCC(=O)O
 : -4, 0.97, -6, 2, -8, 1, -22, 14, 3
9) Cc1[nH]c2ccccc2c1/C=N/NC(N)=S
 : -20, 1.1, -4, -4, 6, 2, -15, -1, -15
10) CCCCCCCCCCCC(=O)O
 : 16, 0.84, 1, 1, 6, -4, 3, 12, 16
11) COc1ccc(/C=C/C(=O)O)cc1
 : 15, 1, 11, 1, -8, -1, 7, 8, -1
12) CC(=O)Nc1ccc(O)cc1
 : -18, 0.82, 7, 0, -8, -3, -9, 7, 18
13) COc1ccccc1OCCNCC(O)COc1cccc2[nH]c3ccccc3c12 (stereo not given)
 : 22, 1.5, -5, 0, -5, -8, 1, 21, -50
14) C=C1c2cccc(O)c2C(O)=C2C(=O)[C@]3(O)C(O)=C(C(N)=O)C(=O)[C@@H](N(C)C)[C@@H]3[C@@H](O)[C@H]12
 : 14, 0.74, 91, 98, 26, 2, -7, 8, 26
15) CC(O)CC(=O)O (stereo not given)
 : -1, 1, 1, 2, -6, -5, 12, 11, -3
16) Cn1c(=O)c2c(ncn2CCO)n(C)c1=O
 : 3, 1.1, -3, 3, -11, -2, 6, 6, -9
17) CC(=O)Nc1ccccc1
 : -12, 0.94, -3, -2, 8, 1, 1, 1, 6
18) CCCOC(=O)c1ccc(O)cc1
 : 8, 0.94, -11, -4, 23, -4, -4, 11, 6
19) COc1ccc2nc(NC(=O)Nc3ccccc3)sc2c1
 : -7, 1.1, -4, 0, -11, -5, 0, 17, -7
20) CCCCC1C(=O)N(c2ccccc2)N(c2ccccc2)C1=O
 : 21, 0.93, 1, -1, 10, 4, 19, 13, 8
21) O=c1cc(-c2ccc(O)cc2)oc2cc(O[C@@H]3O[C@H](CO)[C@@H](O)[C@H](O)[C@H]3O[C@@H]3OC[C@](O)(CO)[C@H]3O)cc(O)c12
 : -6, 1.2, 2, -2, 5, -1, -6, 14, -16
22) CCCCCCc1ccc(O)cc1O
 : 39, 0.85, -9, -2, 23, -3, 8, 20, 14
23) COc1cc2nc(N3CCN(C(=O)[C@H]4COc5ccccc5O4)CC3)nc(N)c2cc1OC
 : 4, 1, 0, 0, 3, -8, 10, 21, -1
24) COc1ccc2ccc(=O)oc2c1
 : -5, 0.96, -1, 0, 9, -2, 1, 11, 4
25) Cc1cccc(C)c1NC(=O)C1CCCCN1C (stereo not given)
 : -17, 0.9, -3, -1, 8, 4, 4, 5, 10
26) C[C@@H]1C[C@H]2[C@@H]3C[C@H](F)C4=CC(=O)C=C[C@]4(C)[C@@]3(F)[C@@H](O)C[C@]2(C)[C@@]1(O)C(=O)COC(=O)C(C)(C)C
 : -6, 1.1, -3, -1, 4, -7, -9, 8, -6
27) CNc1c2c(nn1C)CCCC2
 : 16&4, 1.1&0.97, -7&-8, -1&-8, -11&22, 1&6, -7&1, 15&13, -9&3
28) COc1ccc(/C=N/NC(=O)c2ccncc2)cc1OC
 : -24, 1.1, -5, -1, 10, 0, 11, -5, -6
29) CN(C)CCOc1ccccc1Cc1ccccc1
 : 13, 1, -9, -4, 6, -1, 6, 2, -4
30) Nc1ncnc2nc[nH]c12
 : 3&6&15, 0.98&0.96&0.87, 3&-6&-9, 1&0&-4, -15&-2&-25, 0&0&-4, -3&5&0, -13&1&-8, 2&4&13

Reprinted at random: 3 entries already listed.
Value order – tim10-1 inh, mIAP act, A3G deaminase, A3A deaminase, hIAP block, beta cell repl, TIM10 inh, NLRP3 yeast inh, mIAP inh
10) CCCCCCCCCCCC(=O)O
 : 16, 0.84, 1, 1, 6, -4, 3, 12, 16
13) COc1ccccc1OCCNCC(O)COc1cccc2[nH]c3ccccc3c12 (stereo not given)
 : 22, 1.5, -5, 0, -5, -8, 1, 21, -50
12) CC(=O)Nc1ccc(O)cc1
 : -18, 0.82, 7, 0, -8, -3, -9, 7, 18

Back to the main list, starting 3 compounds before the break.
Value order – tim10-1 inh, mIAP act, A3G deaminase, A3A deaminase, hIAP block, beta cell repl, TIM10 inh, NLRP3 yeast inh, mIAP inh
28) COc1ccc(/C=N/NC(=O)c2ccncc2)cc1OC
 : -24, 1.1, -5, -1, 10, 0, 11, -5, -6
29) CN(C)CCOc1ccccc1Cc1ccccc1
 : 13, 1, -9, -4, 6, -1, 6, 2, -4
30) Nc1ncnc2nc[nH]c12
 : 3&6&15, 0.98&0.96&0.87, 3&-6&-9, 1&0&-4, -15&-2&-25, 0&0&-4, -3&5&0, -13&1&-8, 2&4&13
31) C/C=C(/C)C(=O)OC1c2c(ccc3ccc(=O)oc23)OC(C)(C)C1OC(=O)/C(C)=C\C (stereo not given)
 : 25, 0.78, 25, 2, -6, -5, 3, 18, 22
32) COC(=O)C1=CO[C@@H](OC2OC(CO)C(O)C(O)C2O)[C@@H]2[C@@H](C)[C@@H](O)C[C@H]12 (stereo not given in full)
 : 14, 0.94, -8, -5, 11, -1, 7, 15, 6
33) COc1cc([C@H]2Oc3cc([C@H]4Oc5cc(O)cc(O)c5C(=O)[C@@H]4O)ccc3O[C@@H]2CO)ccc1O
 : 4, 1, -6, -1, -8, -8, -6, 33, 0
34) O=c1ccn([C@H]2C[C@H](O)[C@@H](CO)O2)c(=O)[nH]1
 : -7, 0.96, -4, 1, 3, 0, -6, 14, 4
35) CCOC(=O)NNc1nncc2ccccc12
 : -2, 0.9, -4, -6, 2, -3, 2, 12, 10
36) CCCCOc1ccc(CC(=O)NO)cc1
 : 9, 1, -5, 27, -11, 7, 19, 18, -1
37) CCC(=O)O[C@]1(C(=O)SCF)[C@H](C)C[C@H]2[C@@H]3C[C@H](F)C4=CC(=O)C=C[C@]4(C)[C@@]3(F)[C@@H](O)C[C@@]21C
 : 4, 1, -8, -1, 14, 5, 5, -1, -2
38) COc1c(O)cc2c(c1O)[C@@H]1O[C@H](CO)[C@@H](O)[C@H](O)C1OC2=O (stereo not given in full)
 : -24, 0.87, 10, -2, -6, -3, -25, 2, 13
39) CCc1c2c(nc3ccc(OC(=O)N4CCC(N5CCCCC5)CC4)cc13)-c1cc3c(c(=O)n1C2)COC(=O)[C@]3(O)CC
 : 16, 1.1, 7, 8, -40, -8, 9, 22, -12
40) O=C(O)/C=C/c1ccc(O)cc1
 : 2, 0.99, -3, 4, 3, 6, 1, 11, 1
41) O=C(O)C(O)C(O)C(O)C(O)C(=O)O (stereo not given) (tested in a mixture with another compound)
 : 0, 1.1, -3, 3, -22, -1, 5, 9, -7
42) CC(C)(CO)C(O)C(=O)NCCCO (stereo not given)
 : 2, 0.89, -7, -5, 6, 1, 5, 12, 10
43) O=C(O)CNC(=O)c1ccccc1
 : -34, 1, -5, -3, 0, -4, -2, 4, -3
44) CC[C@]1(O)C[C@@H]2CN(CCc3c([nH]c4ccccc34)[C@@](C(=O)OC)(c3cc4c(cc3OC)N(C)[C@H]3[C@@](O)(C(=O)OC)[C@H](OC(C)=O)[C@]5(CC)C=CCN6CC[C@]43[C@@H]65)C2)C1
 : -20, 1.2, -6, -3, -14, -8, 5, 0, -17
45) C/C=C(/C)C(=O)O[C@@H]1c2cc(OC)c(OC)c(OC)c2-c2c(cc3c(c2OC)OCO3)C[C@H](C)[C@]1(C)O
 : 11, 1, 11, 1, -11, 0, 2, 16, -2
46) CC12CCC(=O)C=C1CCC1C2CCC2(C)C1CC[C@]2(O)C(=O)CO (stereo not given in full)
 : 3, 1, -5, 0, -16, -1, 1, 25, 0
47) C[C@H]1c2cccc(O)c2C(O)=C2C(=O)[C@]3(O)C(O)=C(C(N)=O)C(=O)[C@@H](N(C)C)C3[C@@H](O)C21 (stereo not given in full)
 : -5, 0.91, -4, 2, 3, -3, -10, 15, 9

Entries of single compounds as entered above.
CC12CCC(=O)C=C1CCC1C2CCC2(C)C1CC[C@]2(O)C(=O)CO (stereo not given in full) across the screens: tim10-1 inh = 3; mIAP act = 1; A3G deaminase = -5; A3A deaminase = 0; hIAP block = -16; beta cell repl = -1; TIM10 inh = 1; NLRP3 yeast inh = 25; mIAP inh = 0
CCc1c2c(nc3ccc(OC(=O)N4CCC(N5CCCCC5)CC4)cc13)-c1cc3c(c(=O)n1C2)COC(=O)[C@]3(O)CC across the screens: tim10-1 inh = 16; mIAP act = 1.1; A3G deaminase = 7; A3A deaminase = 8; hIAP block = -40; beta cell repl = -8; TIM10 inh = 9; NLRP3 yeast inh = 22; mIAP inh = -12
C/C=C(/C)C(=O)OC1c2c(ccc3ccc(=O)oc23)OC(C)(C)C1OC(=O)/C(C)=C\C (stereo not given) across the screens: tim10-1 inh = 25; mIAP act = 0.78; A3G deaminase = 25; A3A deaminase = 2; hIAP block = -6; beta cell repl = -5; TIM10 inh = 3; NLRP3 yeast inh = 18; mIAP inh = 22
